# NR2E3 ag-1 – NR2E3 agonists in two-hybrid cells, primary screen, cell-based, luminescence, CHO-S, Gal4-NCOR/VP16-NR2E3 | Photoreceptor-specific nuclear receptor (Homo sapiens), Q9Y5X4 | luciferase | inhibition of corepressor binding, % at 3.98 µM | 0.35% of 360,000 active | AID 602229, 2012;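 active = inhibition above the mean of all tested compounds plus 3 SD, cut at about 70% in these data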;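 note: 0% = DMSO with NR2E3 transfected cells and 100% = cells lacking NR2E3 construct; higher means lower luciferase signal from less NR2E3 corepressor binding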
# Target sequence (Q9Y5X4 whole entry, looked up, the tested form may be a part): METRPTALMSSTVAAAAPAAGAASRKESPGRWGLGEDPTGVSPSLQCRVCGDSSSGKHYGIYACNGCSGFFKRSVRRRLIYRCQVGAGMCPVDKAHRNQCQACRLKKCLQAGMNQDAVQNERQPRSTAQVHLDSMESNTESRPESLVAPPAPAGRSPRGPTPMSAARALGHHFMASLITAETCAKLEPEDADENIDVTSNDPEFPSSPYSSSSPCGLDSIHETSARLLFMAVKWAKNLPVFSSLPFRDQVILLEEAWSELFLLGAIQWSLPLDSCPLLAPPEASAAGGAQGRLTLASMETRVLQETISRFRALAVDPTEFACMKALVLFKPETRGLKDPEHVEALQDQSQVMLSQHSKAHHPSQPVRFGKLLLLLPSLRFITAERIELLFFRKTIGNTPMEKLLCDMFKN
# Shn3 3UTR inh – reduction of Shn3 3'UTR firefly luciferase signal, primary screen, Schnurri-3 inhibitor project, cell-based, Clone20 osteoblasts, set 2; Clone20 osteoblast Shn3 3'UTR firefly luciferase, 24 h; AID 588674, 2011; 0.52% of 360,000 active; inhibition, % at 12.5 µM;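 active = mean inhibition of at least 75% with every replicate also reaching 75%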;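 note: 0% = median of neutral control wells and 100% = pilot-screen positive control compound; some compounds past the cut are filed as inactive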
# TWEAK-Fn14 inh – inhibitors of TWEAK-Fn14 signaling, primary screen, luciferase reporter cells, uHTS; TWEAK-stimulated Fn14 reporter cells, luciferase luminescence, 8 h; inhibition, % at 10 µM; 2% of 360,000 active; in the data active = inhibition above about 50%
# NR2E3 ag-2 – inhibitors of NR2E3-RetCOR corepressor binding, primary screen, NR2E3 agonist project, biochemical, TR-FRET, GST-NR2E3, biotin-RetCOR; Photoreceptor-specific nuclear receptor (Homo sapiens), Q9Y5X4; 1536-well; inhibition of corepressor binding, % at 4.78 µM; 0.12% of 320,000 active; AID 2300, 2010;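 active = percent inhibition above the cutoff of mean plus 3 SD of all tested compounds, set per screening campaign, cut at about 20% in these data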;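 note: 0% = DMSO wells and 100% = biotin wells as full block of FRET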
#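 Material: NR2E3–RetCOR corepressor complex / Amount: 1.35 nM GST-NR2E3 / Medium: Tris pH 7.5 / Compound: single nominal compound dose of 4.8 µM / Incubation: 5 h at 4 °C / Technique: TR-FRET, Eu(K)-anti-GST donor, streptavidin-D2 acceptor, ex 340, em 617/671 nm / Read-out basis: percent loss of FRET ratio relative to control wells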
# Peg3 prom inh – Peg3 promoter-driven luciferase inhibitors, primary screen, cell-based, HeLa, luciferase luminescence; HeLa PEG-Prom luciferase reporter, overnight; inhibition, % at 20 µM; 1.7% of 360,000 active;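 active = inhibition of at least 50% at 20 µM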
# CF NFkB inh – inhibitors of PAF-induced NF-kB signaling, primary screen, cell-based, GFP fluorescence, uHTS; KKLEB NF-kB-GFP reporter, GFP fluorescence overnight; inhibition, % at 5 µM; 0.86% of 360,000 active; AID 588850, 2011;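 active = at least 50% inhibition at 5 µM, scaled per plate between neutral and stimulator controls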;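 note: PAF is a Pseudomonas aeruginosa culture filtrate used as stimulus; plate controls were PAF-stimulated DMSO wells for no effect and unstimulated DMSO wells for full effect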
# HIF-2a inh – HIF-2a reporter inhibitors, primary screen, luminescence, 786-0 RCC cells | 786-0 RCC cells HIF-2a reporter, luciferase luminescence, overnight | inhibition, % at 18.8 µM | 0.72% of 360,000 active | AID 624352, 2012;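 active = inhibition of the luminescence signal of 40% or more relative to plate controls, in a single-dose primary screen at 18.75 µM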
# MITF TRPM1 inh – inhibitors of MITF-dependent TRPM1 promoter reporter, primary screen, cell-based, SK-MEL-5, single point, luciferase. SK-MEL-5 TRPM1 promoter luciferase, 24 h. 0.83% of 330,000 active. inhibition, % at 12.5 µM;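 active = mean inhibition across replicates of 60% or more, whatever share of single replicates reaches that level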; note: values of inactives mirror those of a sister screen read the other way
# KKLEB cytotox – cytotoxicity in KKLEB CF airway cells, primary screen, cytotoxicity control for CF NF-kB inhibitor project, cell-based, uHTS, fluorescence assay plates; KKLEB CF airway cells viability, ATPlite luminescence, overnight; active compounds read low; cells stimulated with P. aeruginosa culture filtrate; activity change (cytotoxicity), % at 5 µM; 0.36% of 360,000 active;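 active = corrected activity change at or below -50% at 5 µM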
# TRAIL sens C8 – viability loss with TRAIL in NB7+C8 cells, primary screen, TRAIL sensitizer project, cell-based, ATPlite luminescence. inhibition (viability loss, TRAIL sensitization), % at 10 µM. 1% of 360,000 active. AID 624354, 2012;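 active = compounds causing at least 50% loss of cell viability in the single-dose screen, relative to plate controls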
# TROY signal inh – inhibitors of TROY-driven NF-kB signaling, primary screen, Q293 LMP1-TROYcd cells, NF-kB luciferase, uHTS; inhibition, % at 10 µM; 0.98% of 360,000 active; Q293 LMP1-TROYcd NF-kB luciferase reporter, 4 h;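 active = compounds whose plate-normalised and pattern-corrected inhibition of the luciferase reporter signal at the single screening dose is 50% or more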
# The depositor's hits bear a star; . = no result given. Not all compounds are listed (hit frequency here may not be typical).
SMILES,NR2E3 ag-1,Shn3 3UTR inh,TWEAK-Fn14 inh,NR2E3 ag-2,Peg3 prom inh,CF NFkB inh,HIF-2a inh,MITF TRPM1 inh,KKLEB cytotox,TRAIL sens C8,TROY signal inh
C=CCOc1ccc(CNn2nnnc2N)cc1,-13.0,-14.5,14.8,-1.2,12.0,-1.1,-7.6,1.9,6.0,-5.7,-4.1
O=C(CSc1nnc(CNC(=O)c2c(F)cccc2Cl)o1)NC1CCCCC1,0.9,14.0,-5.7,0.1,1.8,5.9,12.2,8.9,-8.3,-12.3,-4.2
O=C(c1cc2ccccc2oc1=O)N(Cc1cccs1)Cc1ccccc1Cl,-17.6,-1.2,6.2,0.2,-60.1,6.2,-121.8,-39.5,-1.6,5.4,-30.9
COc1ccc(N=C2c3ccccc3-c3ccc([N+](=O)[O-])cc32)cc1,-3.8,-10.2,-4.0,.,-16.1,-15.5,-24.3,-2.8,3.5,1.4,-17.3
CC[C@H](C)[C@H](NC(N)=O)C(=O)NCCc1ccc(OC)cc1,-5.9,5.0,-5.9,-2.7,-2.3,2.9,9.8,-3.4,-5.8,15.5,4.1
COc1ccccc1NC(=S)NNC(=O)c1cc(C)n(C)n1,-18.3,-1.6,0.6,0.8,0.2,-0.4,-6.6,-3.3,0.1,2.8,-33.7
O=C(c1ccccc1)C1CCN(C(=O)c2c(F)cccc2F)CC1,-0.6,14.7,10.2,2.6,12.3,9.4,13.7,-0.4,7.4,-10.1,0.0
OCCN1CCN(CC(O)COCc2ccc3c(c2)OCO3)CC1 (configuration not stated),-34.5,-15.0,-15.7,2.0,11.2,-12.8,1.7,-6.7,6.0,-8.5,-14.5
CC1(C)Cc2c(c(-c3ccco3)[nH]c(=O)c2C#N)CS1,-10.0,-13.3,-3.8,-1.6,6.1,13.4,8.8,1.6,-7.6,-1.5,17.1
CCOC(=O)c1c(CS(=O)(=O)c2ccccc2)n(C)c2cc(Br)c(O)cc12,-8.6,-8.2,19.9,2.3,38.2,-12.4,11.2,-0.4,10.9,14.6,10.8
COCC(=O)N(C)[C@H]1C[C@H]2c3cc(Oc4ccccc4C)ccc3CCN2C(=O)[C@H]1[C@H](C)O,-4.9,5.6,-21.6,.,-6.5,8.8,-1.8,-16.5,-3.7,12.3,-1.4
O=C(N/N=C\C=C\c1ccc2c(c1)OCO2)c1ccc(F)cc1,-18.3,-13.8,-18.9,-0.6,-53.3,-2.1,-43.7,-3.6,-4.9,4.6,-42.0
CCCCOc1ccc(N(CC(=O)NCC2CCCO2)C(=O)CCC(=O)Nc2nccs2)cc1 (configuration not stated),8.8,14.5,0.4,-0.1,1.6,-10.4,12.1,-0.1,9.2,-11.5,-3.1
CN(C)CCCNC(=O)c1cccc(-c2ccc3nccn3c2)c1,9.2,-2.9,0.0,.,-5.6,-3.0,4.4,.,-2.4,1.5,2.2
CCCn1c(C)cc(C(=O)COc2ncnc3sccc23)c1C,-95.1,-86.0,-5.5,2.6,-234.1,7.0,-127.3,-64.1,-3.0,20.7,10.6
CCN1CCCC1CNc1ccc(S(C)(=O)=O)cc1[N+](=O)[O-] (configuration not stated),3.3,-6.9,6.3,-0.1,-10.8,-0.9,1.4,-5.4,3.9,-16.3,3.0
CC(C)(C)c1ccc(S(=O)(=O)NC(=O)C2(C)CCN2C(=O)CC2CCCC2)cc1 (configuration not stated),-16.1,-14.5,-14.3,.,3.1,15.1,-5.8,.,-2.3,-12.1,2.5
CC1CN(S(=O)(=O)c2ccc(C(=O)Nc3sccc3C(N)=O)cc2)CC(C)O1 (configuration not stated),-11.3,49.9,-0.9,2.4,32.5,-17.1,31.1,-1.7,10.0,-1.9,17.2
CC[C@@]1(c2ccccc2OC)C(=O)N(C(=O)OC)N1C(=O)OC,-22.2,-3.3,19.1,1.9,17.0,36.0,15.6,11.6,-21.2,16.6,10.0
Cc1sc(N=Nc2ccc(N(C)C)cc2)[n+]([O-])c1C,-38.3,-30.6,60.5*,.,-212.4,4.2,-113.4,.,-4.6,31.7,62.8*
COc1ccc(OC)c(NC(=O)c2ccc3c(c2)C(=O)N(CC2CCCO2)C3=O)c1 (configuration not stated),-3.1,12.4,7.8,2.2,-3.2,-13.2,5.0,8.1,-2.5,3.1,-8.0
CN1N=C2c3ccccc3CCC2C1c1ccc(F)cc1 (configuration not stated),-26.5,-38.0,53.5*,0.2,-279.3,16.0,-223.8,.,-8.4,0.4,60.0*
CC1=CC(C)(C)NC(=S)N1c1ccccc1,17.8,3.6,4.1,4.8,13.0,6.7,7.9,5.9,-4.5,-3.5,-5.8
Fc1cccc(NC(=S)N2CCn3cccc3C2c2cccnc2)c1 (configuration not stated),-5.8,16.1,-0.5,4.1,11.2,10.2,13.3,9.6,0.0,2.4,-17.5
COc1ccc(CN(CC(=O)NCCC(C)C)C(=O)CCC(=O)Nc2nccs2)cc1,10.6,2.3,-11.2,5.2,5.1,-4.7,1.7,0.1,-3.2,-9.2,-11.3
FC(F)(F)c1nc(N2CCCC2)ncc1-c1nnnn1-c1ccccc1,65.2,82.2,51.1*,-3.3,31.1,-0.9,16.6,9.4,-4.4,15.8,17.7
CC(C)(C)C(=O)NCCCNc1ccc([N+](=O)[O-])cc1,-36.5,-2.0,-34.0,1.2,-30.5,1.5,-53.1,-10.1,-9.7,-8.3,-4.2
C/C(=N/OCO/N=C(\C)c1ccc(F)cc1F)c1ccc(F)cc1F,31.9,-53.9,11.6,0.2,21.0,-3.9,13.9,-2.7,-3.5,2.9,-19.5
COc1ccc(OC)c(S(=O)(=O)N(C)CC(=O)Nc2ccccc2OC)c1,0.3,15.3,0.0,3.1,3.9,11.7,17.3,-1.3,-11.7,-10.6,14.7
Cc1ccc(-c2ccccc2[C@@H]2C[C@H]3CN(C)C(=O)[C@]34CCCN24)o1,-17.5,9.0,5.6,3.5,7.1,-1.8,7.6,3.9,17.7,-8.8,7.2
O=C(Cn1cc(C(=O)C(F)(F)F)c2ccccc21)Nc1ccccc1F,5.3,55.6,2.6,0.3,16.3,1.1,19.7,15.0,-2.1,13.3,-1.6
Cn1c(=O)[nH]c(=O)c2c1nc(SCC(O)CO)n2Cc1ccccc1Cl (configuration not stated),21.6,-19.0,-18.0,0.1,-0.7,10.4,-17.3,7.5,-8.9,1.8,-3.4
COc1ccc(C(=O)N/N=C/c2ccccc2OC(=O)c2ccccc2)cc1,-103.3,24.1,46.4,-1.8,-188.7,39.0,-131.6,8.4,-12.5,47.3,-1.6
O=C(NCCN1CCOCC1)c1ccc2c(c1)N(Cc1ccc(F)cc1)C(=O)c1ccccc1S2(=O)=O,-14.0,-0.5,-13.3,1.9,16.9,-13.8,9.5,4.8,10.6,2.8,4.5
CCNS(=O)(=O)c1cccc(C(=O)c2c(C)cc3ccccn23)c1,3.2,18.6,-1.6,-1.6,9.9,-3.5,6.1,3.3,0.7,-1.0,22.2
CON(C)C(=O)CC1(CN(Cc2ccccc2)C(=O)OC(C)(C)C)CCCCC1,-29.8,20.3,-11.8,.,10.5,10.3,7.1,21.1,-4.7,3.7,1.4
CCn1c(SCC(=O)Nc2ccc(C)cc2)nc2sc3c(c2c1=O)CCN(C)C3,3.2,-8.8,-16.8,-1.5,4.4,-5.4,-4.0,-4.1,7.9,8.4,8.0
CN(CC(=O)Nc1cccc(F)c1)C(=O)CCCc1cccs1,11.3,29.7,2.4,0.5,6.7,2.6,6.3,-4.0,8.9,-7.7,11.5
COc1cc(/C=C(\C#N)C(=O)Nc2ccc3c(c2)OCCO3)ccc1O,-40.2,-29.4,-41.6,0.9,-157.2,9.5,-21.6,-71.1,-20.3,8.0,-1.8
CCn1nc(C(=O)N2CCN(Cc3ccc4c(c3)OCO4)CC2)c2ccccc2c1=O,9.1,9.7,8.0,-0.3,16.1,15.9,20.9,-5.1,-2.6,36.0,-3.0
c1ccc(-c2nn3cnnc3c3ccccc23)cc1,-10.3,2.1,-3.5,-0.2,6.9,3.5,16.4,11.0,-4.0,-6.6,16.0
CC1CN(CC(=O)NCc2ccc(Cl)cc2)CC(C)O1 (configuration not stated),-6.4,-19.6,5.1,0.0,5.5,-11.3,5.0,3.0,8.1,-9.7,2.2
COc1ccc(CCNC(=O)CSC2=NS(=O)(=O)c3cc(Cl)ccc3N2)cc1OC,10.3,-10.3,-15.4,-1.6,-21.4,-6.7,15.9,15.8,13.6,-1.6,-7.8
Cc1ccc(Nc2nc(N)nc(CN3CCc4ccccc4C3)n2)cc1,2.1,-14.4,21.2,5.2,4.8,15.6,-24.5,21.0,0.2,12.2,-6.1
CCCNC(=S)Nc1ccc(Nc2ccccc2)cc1,0.6,-8.8,-13.4,-0.3,-19.4,-9.1,-74.2,-16.6,4.7,3.3,-76.3
CCNC(=S)N(CCN(CC)CC)Cc1cc2cc3c(cc2[nH]c1=O)OCO3,-7.0,16.2,6.0,5.8,6.9,-25.5,18.9,14.7,-1.7,-12.8,7.0
CCc1ccc(NC(=S)Nc2cc(C(=O)O)ccc2N2CC3CC(C2)c2cccc(=O)n2C3)cc1 (configuration not stated),-34.9,-8.1,26.2,-0.3,-62.4,7.9,-91.7,-0.2,-14.1,-0.9,13.3
O=C(CSc1nnc(-c2ccccc2)o1)N1CCOCC1,-4.1,-47.5,-7.4,1.0,-62.4,-13.9,-92.5,-24.7,-1.3,5.3,-32.4
CC1(C)O[C@@H]2[C@H](O1)[C@@H](CO)O[C@H]2n1ccc(=O)[nH]c1=O,-1.3,-4.5,4.1,-0.9,2.3,7.6,18.4,0.4,-0.4,9.3,7.7

# Looked up by compound from above:
SMILES,NR2E3 ag-1,Shn3 3UTR inh,TWEAK-Fn14 inh,NR2E3 ag-2,Peg3 prom inh,CF NFkB inh,HIF-2a inh,MITF TRPM1 inh,KKLEB cytotox,TRAIL sens C8,TROY signal inh
CCc1ccc(NC(=S)Nc2cc(C(=O)O)ccc2N2CC3CC(C2)c2cccc(=O)n2C3)cc1 (configuration not stated),-34.9,-8.1,26.2,-0.3,-62.4,7.9,-91.7,-0.2,-14.1,-0.9,13.3
CCCNC(=S)Nc1ccc(Nc2ccccc2)cc1,0.6,-8.8,-13.4,-0.3,-19.4,-9.1,-74.2,-16.6,4.7,3.3,-76.3
O=C(CSc1nnc(-c2ccccc2)o1)N1CCOCC1,-4.1,-47.5,-7.4,1.0,-62.4,-13.9,-92.5,-24.7,-1.3,5.3,-32.4

# Screening data from PubChem.
